RAD52 anneal inh – blocks human RAD52 DNA annealing. inhibition, % at 18.7 µM. recombinant RAD52 DNA annealing, FRET fluorescence. P43351. AID 651710. 0.46% of 360,000 active;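 active = every replicate showing at least 50% inhibition; inconclusive = mean inhibition at least 50% but not in every replicate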
E-sel inducer – induces E-selectin expression in human endothelial cells; P16581; HUVEC E-selectin immunofluorescence imaging; normalized: neutral wells 0, TNF-alpha wells 100; activation, % at 7.58 µM; 0.37% of 260,000 active;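 active = mean E-selectin-positive cell signal at least 10% of the positive control, reached in at least 60% of replicates, without over 20% cell loss; inconclusive = no rule given, readout overlaps actives, possibly toxicity-flagged; inactive = the rest, including those meeting only one limit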;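 note: in these data hits start at about 27%; measured in HUVEC primary endothelial cells; signal is the percent of cells scored E-selectin positive by PE staining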
Target sequence (P16581 whole entry, looked up): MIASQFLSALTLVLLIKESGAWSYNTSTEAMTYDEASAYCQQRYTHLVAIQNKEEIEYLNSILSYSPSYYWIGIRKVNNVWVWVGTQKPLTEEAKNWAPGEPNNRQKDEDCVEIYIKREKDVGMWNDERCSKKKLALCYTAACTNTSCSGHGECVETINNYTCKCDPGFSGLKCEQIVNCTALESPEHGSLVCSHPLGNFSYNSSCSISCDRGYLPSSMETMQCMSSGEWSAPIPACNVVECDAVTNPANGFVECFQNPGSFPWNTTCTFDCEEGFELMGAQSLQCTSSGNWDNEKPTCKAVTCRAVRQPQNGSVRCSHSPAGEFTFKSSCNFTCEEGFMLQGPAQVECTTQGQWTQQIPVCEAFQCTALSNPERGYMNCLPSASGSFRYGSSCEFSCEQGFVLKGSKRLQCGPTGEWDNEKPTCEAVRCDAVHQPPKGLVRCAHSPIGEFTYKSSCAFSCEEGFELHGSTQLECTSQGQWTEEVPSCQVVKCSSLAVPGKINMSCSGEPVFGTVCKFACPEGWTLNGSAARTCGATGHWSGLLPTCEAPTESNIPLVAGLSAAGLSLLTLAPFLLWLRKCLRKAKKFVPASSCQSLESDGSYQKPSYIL
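Read-out: % PE-positive cells | Test system: HUVEC | Doses: One compound dose added by pin transfer | Buffer or medium: EGM-2 over gelatin coat | Signal: Immunofluorescence imaging | Benchmarks: TNF-alpha, DMSO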
CASP6 VEID inh – inhibitors of human caspase-6; P55212; purified caspase-6, Z-VEID-R110 cleavage fluorescence; inhibition, % at 12.5 µM; 0.53% of 350,000 active; AID 686996;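 active = mean inhibition across replicates at least about 35%, with every replicate also reaching that limit, limit read from the data; inconclusive = only one of the two criteria met; inactive = neither criterion met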;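 note: 0% = median of neutral control wells and 100% = no fluorescence left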
Target sequence (P55212 24-179 limits assumed): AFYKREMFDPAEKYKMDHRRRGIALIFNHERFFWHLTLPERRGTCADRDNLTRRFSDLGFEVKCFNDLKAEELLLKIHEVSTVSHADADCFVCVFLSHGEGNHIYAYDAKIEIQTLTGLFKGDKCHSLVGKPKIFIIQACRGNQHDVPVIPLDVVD
Target sequence (P55212 194-293 limits assumed): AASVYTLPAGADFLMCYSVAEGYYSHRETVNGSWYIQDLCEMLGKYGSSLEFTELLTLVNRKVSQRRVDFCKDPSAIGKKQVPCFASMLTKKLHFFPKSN
CFTR F508del cor – correctors of CFTR F508del function in bronchial epithelial cells. CFBE cells, YFP halide quenching; stimulated with forskolin plus potentiator P3; % fluorescence drop versus neutral controls. activity (quench increase), % at 7.58 µM. 0.36% of 350,000 active. AID 720511;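 active = mean added fluorescence quench of at least 8% versus neutral control, with both replicates also reaching 8%; inconclusive = only one of the mean or replicate conditions met; inactive = mean below 8% and not both replicates reaching 8%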;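 note: cells transiently co-express mutant CFTR-F508del with the halide-sensitive YFP; corrector assay measuring rescue of mutant channel to the surface after 24 h compound exposure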
Xi reactivation – reactivates the inactive X chromosome in mouse fibroblasts; XiGFP mouse fibroblasts, % GFP-positive cells imaging, 3 d; cells co-treated with 5-aza-dC sensitizer; scaled so ellipticine positive control = 100%; activation, % at 7.58 µM; 0.055% of 360,000 active;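 active = mean normalized replicate activation at least 10% and every replicate at or above 10%; inconclusive = only one of the two criteria met; inactive = mean below 10% and not all replicates reach 10%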;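 note: 0% = median of on-plate neutral control wells and 100% = ellipticine 6 µM median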
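Schedule: 3 d treatment, 15 min room-temperature fixation; system: 68-5-11 XiGFP fibroblast line; buffer or medium: DMEM plus 5-aza-dC sensitizer; control set: ellipticine 6 µM positive control; compound: one concentration, pinned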
RAD54 inh – inhibitors of human RAD54 branch migration. 0.14% of 360,000 active. Q92698. inhibition, % at 10.4 µM. RAD54 Holliday junction branch migration, FAM/BHQ fluorescence;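 active = mean normalized replicate activity at least 40 and at least half of replicates scoring 40 or more; inconclusive = only one of the two criteria met; inactive = mean below 40 and under half of replicates reaching 40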;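 note: 0% = median of neutral control wells and 100% = median of positive control wells; inhibitors cause a drop in the FAM fluorescence signal; in these data hits start at about 50%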
GSIS activator – primary screen for activators of insulin secretion dependent on glucose, INS-1E cells, GLuc reporter luminescence. INS-1E GLuc reporter insulin secretion, 2-3 h. activation, % at 16.6 µM. 0.61% of 370,000 active. AID 743287;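 active = lowest replicate activation of at least 40%, so every replicate reaches that level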;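 note: 0% = median of neutral control wells and 100% = median of IBMX positive control wells; some compounds called inactive have numbers as strong as hits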
DENV2 CPE – protects cells from dengue virus 2 cytopathic effect; DENV2-infected cells, cytopathic effect rescue, plate reader; CPE inhibition, % at 9.99 µM; 1.7% of 350,000 active; AID 651640; in the data active = CPE inhibition above about 20%, passing the limit was not always enough; inconclusive = no clear call, values can overlap the other calls; tested in BHK-21 cells;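 note: 0% = median of neutral control wells and 100% = median of positive control wells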
* marks the source's active call; other numbers are inactive results; u = inconclusive; x = no result given.

SMILES	RAD52 anneal inh	E-sel inducer	CASP6 VEID inh	CFTR F508del cor	Xi reactivation	RAD54 inh	GSIS activator	DENV2 CPE
CC(=O)c1ccc(OCc2cc(C(=O)NCCn3nc(C)cc3C)no2)cc1	-16	-0.9	-2	-0.8	0.0	-17	-7	1
Cc1cc(NC(=S)N(CCN2CCCCC2)Cc2ccco2)ccc1Cl	-18	1.6	-4	0.7	0.3	-4	-24	2
CC(C)(C)n1nc2c(c1NC(=O)Cc1ccc(F)cc1)CS(=O)(=O)C2	0	x	-1	-2.8	0.3	20	12	-6
CN1C(=O)c2cc(NC(=O)NC3CCCC3)ccc2OC[C@H]2O[C@H](CC(=O)NCC3CC3)CC[C@@H]21	10	0.0	0	1.0	0.2	-1	10	4
COC(=O)c1cc(NC(=O)COC(=O)CCc2c[nH]c3ccccc23)cc(C(=O)OC)c1	-3	-0.2	1	-2.4	0.0	x	5	x
CSc1ccc(S(=O)(=O)N2CCC(C(=O)NCCCn3ccnc3)CC2)cc1	-1	-0.1	-48	-0.4	0.0	-5	19	-2
COc1ccc(-c2nn(-c3ccccc3)cc2/C=C/C(=O)O)cc1[N+](=O)[O-]	-9	-0.1	2	-0.3	0.3	-13	20	u
O=C(OCc1ccccc1)c1ccc(NCc2cc(O)ccc2O)cc1	-15	-1.3	-1	-0.9	0.0	x	-10	-4
Cc1cccc(C)c1NC(=O)NNC(=O)c1cc(C(C)(C)C)nn1Cc1ccccc1	-11	x	3	-1.8	0.2	x	23	0
Cc1ccc2cccc(OCC(=O)N(C)CC(=O)Nc3ccc(F)cc3)c2n1	-3	-0.3	4	1.6	0.0	-3	5	3
CCOC(=O)N1CCN(C(=O)c2ccc3c(c2)NC(=O)/C(=C/c2ccccc2)S3)CC1	-80	x	1	-0.5	0.0	1	8	-7
COc1ccccc1C=NNc1ccc([N+](=O)[O-])cn1	-149	-0.8	3	0.6	3.1	0	18	-5
Cc1onc(-c2c(F)cccc2Cl)c1C(=O)N(C)C1CCCCC1	-13	x	-2	-3.4	0.4	-1	6	0
COc1ccc2c3c(n(C)c2c1)[C@@H](CO)N(C(=O)Cc1ccccc1)CC31CCN(C(C)=O)CC1	x	-0.3	x	-1.8	0.1	x	-22	-1
CC(NC(=O)c1ccccc1NC(=O)c1ccncc1)c1ccccc1 (centres undefined)	-12	x	-4	-3.1	0.1	x	4	6
CCn1nc(NS(=O)(=O)c2ccc(F)cc2)c2cc3cccc(C)c3nc21	-8	x	2	1.2	0.0	-3	-2	3
O=C1c2ccccc2C(=O)c2c1cccc2N(CCO)CCO	-52	x	3	13*	0.2	12	6	-2
CCC(=O)N1CC(=O)N2[C@H](C1)[C@H](c1ccc(-c3cccnc3)cc1)[C@@H]2CO	11	-0.1	-1	-0.5	-0.1	x	20	16
CCC1=Nc2cc(C(=O)O)ccc2Sc2ccccc21	-20	-0.3	9	2.5	0.0	-13	23	8
C[C@H]1CN([C@@H](C)CO)C(=O)c2cccc(NC(=O)c3ccncc3)c2O[C@@H]1CN(C)Cc1ccc(C(=O)O)cc1	7	x	0	-1.1	0.2	-3	6	4

In the list so far, two have a Cl atom.
SMILES	RAD52 anneal inh	E-sel inducer	CASP6 VEID inh	CFTR F508del cor	Xi reactivation	RAD54 inh	GSIS activator	DENV2 CPE
Cc1cc(NC(=S)N(CCN2CCCCC2)Cc2ccco2)ccc1Cl	-18	1.6	-4	0.7	0.3	-4	-24	2
Cc1onc(-c2c(F)cccc2Cl)c1C(=O)N(C)C1CCCCC1	-13	x	-2	-3.4	0.4	-1	6	0

Later entries:
SMILES	RAD52 anneal inh	E-sel inducer	CASP6 VEID inh	CFTR F508del cor	Xi reactivation	RAD54 inh	GSIS activator	DENV2 CPE
C[C@@H]1CN([C@@H](C)CO)C(=O)c2cc(NC(=O)Nc3ccc(F)cc3)ccc2O[C@@H](C)CCCCO[C@H]1CN(C)C(=O)Nc1cccc2ccccc12	0	-0.1	-1	-0.8	0.2	-5	10	-9
C[C@H](CO)N1C[C@H](C)[C@H](CN(C)C(=O)Cc2ccccc2)OCCCC[C@H](C)Oc2ccc(NC(=O)c3ccccc3)cc2C1=O	16	x	-3	-2.9	0.1	13	-34	14
COc1ccc(S(=O)(=O)N2CCOCC2)cc1NC(=O)c1cc2ccccc2o1	-65	0.5	-2	1.4	0.0	-6	13	0
C/C=C/c1ccc2c(c1)O[C@@H](CN(C)CC1CCCC1)[C@H](C)CN([C@@H](C)CO)S2(=O)=O	15	-0.1	0	1.7	-0.1	-12	7	5
Cc1cc(CNC(=O)COc2ccc(F)cc2F)c2ccccc2n1	-11	0.0	2	x	0.0	x	-8	6
Cc1c(C(=O)O)sc2nc3n(c(=O)c12)CCC(C)CC3 (centres undefined)	-7	x	4	-1.0	x	x	-4	2
CC(C)NC(=O)N1[C@@H](C#N)[C@@H](c2ccc(C#CC3CCCCC3)cc2)[C@@H]1CO	2	-0.3	3	-2.2	0.0	-11	7	2
O=C(N[C@H](C(=O)N1CCC[C@H]1C(=O)NCCc1ccccc1Cl)c1ccccc1)c1cccs1	-2	-0.2	2	-0.1	0.2	x	x	-5
COc1cc(OC)cc(-c2c(C#Cc3ccsc3)c3cc(-c4ccccc4OC)ccc3n2C)c1	-13	-0.2	1	-1.8	0.1	-20	9	-4
O=C(Nc1cccc(F)c1)N1C2CCC1CC(O)(c1cccnc1)C2 (centres undefined)	-7	-1.0	-1	0.8	0.1	x	x	-8
Cn1nc(C(C)(C)C)cc1NC(=O)Nc1ccc(F)cc1F	-6	0.4	-6	-5.3	0.0	-2	x	2
O=C(COC(=O)COc1ccc(Cl)cc1)Nc1ccc2c(c1)OCCO2	-12	x	0	-0.9	-0.1	3	-1	7
CCOc1ccc(C(NC(C)=O)c2ccc(OC)c(OC)c2)cc1 (centres undefined)	-10	12	6	0.7	0.1	-6	18	6
COc1cc(C)c(Br)cc1S(=O)(=O)NCc1cccs1	-6	0.2	2	-1.7	0.0	-19	-30	-5
O=C(Cc1ccc(F)cc1)Nc1ccccc1Sc1ccccc1	-25	1.2	10	-5.8	0.0	x	-17	-8
CC(C)C[C@@H](CNC(=O)OC(C)(C)C)NC(=O)c1nc[nH]c1C(=O)N[C@@H](CC(C)C)C(=O)CNC[C@H](CC(C)C)NC(=O)c1nc[nH]c1C(=O)N[C@@H](Cc1c[nH]c2ccccc12)C(=O)OC(C)(C)C	-12	4.1	-5	2.7	0.0	-7	-4	12
C[C@@H]1CN([C@@H](C)CO)C(=O)c2cc(C#CC3(O)CCCC3)cnc2O[C@H]1CN(C)Cc1ccccn1	-23	0.6	2	0.8	-2.0	7	10	1
CC(=O)c1nnn(-c2ccc([N+](=O)[O-])cc2)c1C	-1	0.8	-4	3.9	0.0	x	-1	x
O=[N+]([O-])c1ccc(Cl)cc1NCc1cccnc1	-4	x	-3	0.4	0.2	x	x	5
Cc1ccc(N2C(=O)[C@@H]3C(c4cccnc4)=NO[C@@H]3C2=O)cc1	-1	-0.2	-2	0.6	-0.1	-13	7	3
CCOc1ccccc1N(CC(=O)NCC1CCCO1)C(=O)CCC(=O)Nc1nccs1 (centres undefined)	-9	0.0	0	-2.0	0.2	7	-3	7
Cc1ccc(NC(=O)Cn2nnc(C(=O)Nc3ccc(F)c(Cl)c3)c2N)cc1	-5	x	7	-0.1	0.0	2	34	-1
CC(Sc1nncn1C)C(=O)Nc1ccc2ccccc2c1 (centres undefined)	3	-0.3	0	-2.8	-0.1	-8	9	-1
COc1cccc(/C=N/NC(=O)CNC(=O)CCc2ccccc2)c1O	-11	0.6	0	0.6	-0.2	x	1	3
O=C(C[C@@H]1CC[C@@H](NC(=O)CC2CC2)[C@H](CO)O1)NCc1ccccc1	11	0.4	0	0.0	-0.4	x	19	-2
O=C(c1ccccc1NS(=O)(=O)c1ccc(Br)cc1)N1CCOCC1	-17	-4.2	2	0.6	0.2	5	-1	1
COc1ccc(-c2ccc3n(c2=O)C[C@H]2[C@H](CO)[C@@H](C(=O)NCCN4CCCCC4)N(C)[C@@H]32)cc1	7	-0.2	3	-0.9	0.0	x	-9	34*
Cc1nc(Nc2ccc(S(N)(=O)=O)cc2)sc1C(=O)Nc1ccccc1	-7	x	1	0.4	3.6	x	-16	0
NC1=NOC(=O)C1C1CCCCC1 (centres undefined)	-11	0.0	-1	0.8	0.2	3	-8	-2
Cc1ccc(C)c(NC(=O)CN(C)C(=O)c2ccncc2)c1	-12	x	-1	-1.6	0.0	-5	0	7
CCN1CC(CN(C)Cc2nc(-c3cccs3)no2)CC1=O (centres undefined)	0	4.2	-2	1.6	0.0	5	19	-5
Cc1ccc(S(=O)(=O)NCC[C@H]2CC[C@@H](NC(=O)C3CCOCC3)[C@H](CO)O2)cc1	11	-0.2	0	-0.1	0.1	-6	-16	-4
CN(C)C(/C=C/Nc1ccc(Br)cc1)=C(C#N)C#N	-22	0.0	2	-0.4	0.0	x	6	-9
O=c1oc2ccccc2n1Cc1cccc(F)c1	-39	0.2	-1	2.6	0.2	5	39	-2
CCCc1ccc(C(O)c2ncc(-c3ccccc3C)[nH]2)cc1 (centres undefined)	11	0.3	2	-0.2	0.1	5	-22	u
NC(=O)c1cc(S(=O)(=O)NCCc2ccc(Cl)cc2)cs1	-8	x	-5	-1.3	0.1	0	9	-2
O=C(CCN1CCOCC1)NNC(=O)Nc1cccc(C(F)(F)F)c1	-22	-0.3	-1	2.1	0.7	-10	15	1
CCCCn1nc2cc(C(=O)NCc3ccccc3)ccc2c1OCC	3	0.1	2	-3.4	-0.1	6	-6	-1
COc1ccccc1C(=O)NNC(=O)c1ccc2ccccc2c1O	-7	-0.1	1	-2.8	0.0	1	-3	-1
COCCN(CC(=O)Nc1cccc(C)c1C)C(=O)Cc1sc(C)nc1-c1ccc(F)cc1	-22	x	2	0.8	0.1	-3	-5	-9
C/C=C/c1ccc([C@@H]2[C@@H](CNC(=O)C3CCC3)N(C(=O)NCCC)[C@H]2CO)cc1	x	-0.2	x	-0.4	-0.1	0	-10	-9
Cc1ccccc1S(=O)(=O)N1C[C@H](O)COC[C@@H]2O[C@@H](CC(=O)O)CC[C@H]21	7	-0.1	3	3.5	0.2	-11	7	1
COc1cc(N2CCCC2)c(OC)cc1C=O	-14	x	1	-0.4	0.1	x	5	-4
Cc1ccc(CNC(=O)CCS(=O)(=O)c2ccc3c(c2)NC(=O)CO3)cc1	-8	x	-3	-1.2	0.0	5	14	0
CCOC(=O)c1cc(-c2ccccc2)sc1NC(=O)C(C)OC(=O)c1ccncc1 (centres undefined)	-21	x	2	-2.6	0.3	-9	22	0
COc1ccc2c3c(n(C)c2c1)[C@@H](CO)N(Cc1ccccc1F)CC31CN(C(=O)C2CCCC2)C1	-5	-0.1	0	1.5	0.3	x	-13	-8
O=C(Nc1ccc2c(c1)OCO2)c1cc(C2CCCCN2S(=O)(=O)Cc2ccccc2)on1 (centres undefined)	-19	0.2	-3	-0.8	-0.1	5	-39	14
CCOC(=O)c1nnn2c1nc(N1CCCCC1)c1ccccc12	-14	x	-3	-0.6	0.5	x	4	-6
